# HKDC1 inhibitor: HKDC1 (human) hexokinase inhibition. Q2TB90. recombinant HKDC1, G6PDH/diaphorase resazurin coupled fluorescence. inhibition, % at 20 µM. 0.16% of 340,000 active. AID 493160;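 active = inhibition above about 35% when tested at 20 µM, limit read from the data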;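 also: plate controls were DMSO wells with enzyme for no effect and DMSO wells lacking enzyme for full effect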
#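 Assay system: in-house recombinant HK5 (HKDC1) enzyme. Input: HKDC1 at 5 µg/mL. Medium: Tris pH 8.0 buffer with MgCl2, Tween-20, BSA, BME. Dosing: single 20 µM dose. Schedule: 90 min reaction incubation at room temperature, dark. Signal: resazurin-to-resorufin fluorescence via G6PDH and diaphorase coupling, 525/613 nm. Controls: DMSO-enzyme wells negative, buffer-substituted wells positive.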
# SENP8 block-1: inhibitors of human SENP8 protease | recombinant SENP8, Nedd8 substrate fluorescence | AID 602440 | 0.64% of 360,000 active | inhibition, % at 20 µM; in the data active = inhibition mostly above about 40%, no sharp cut-off; inactive = mostly below about 27%
# SENP1 inh: SENP1 (human) catalytic domain inhibition; Q9P0U3; recombinant SENP1 catalytic domain, CyPet-SUMO1-YPet FRET cleavage; inhibition, % at 10 µM; 0.21% of 360,000 active;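 active = inhibition at least 30% at 10 µM, raw YFP signal under a set limit, fluorescence ratio 0.5 to 1.5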;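 also: 0% = enzyme with DMSO and 100% = no enzyme wells; some results filed as inactive read as strong as hits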
#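 Compound: 10 µM single point, 0.5% DMSO; Test system: hSENP1 catalytic domain, recombinant; Timing: 50 min reaction at room temperature; Technique: FRET, CFP and YFP emission; Control set: no-enzyme wells low, DMSO-plus-enzyme wells high control.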
# MIN6 prolif: MIN6 beta-cell proliferation induction; 0.29% of 330,000 active; proliferation, % at 10 µM; AID 2380; MIN6 cells proliferation, ATPlite luminescence, 48 h; cells starved in 0.2% serum; 100% = growth in 10% serum;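 active = compounds whose signal lies at least 3.5 SD above the mean of all wells on their plate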;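 also: 0% = DMSO-treated cells in low-serum medium and 100% = 10% serum control; some compounds called inactive have numbers as strong as hits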
# UBC13 inh: inhibitors of human UBC13 polyubiquitin chain formation. inhibition, % at 20 µM. P61088. 0.47% of 330,000 active. AID 485273. TR-FRET; in the data active = inhibition above about 45%, passing the limit was not always enough
# Target sequence (P61088 whole entry, looked up): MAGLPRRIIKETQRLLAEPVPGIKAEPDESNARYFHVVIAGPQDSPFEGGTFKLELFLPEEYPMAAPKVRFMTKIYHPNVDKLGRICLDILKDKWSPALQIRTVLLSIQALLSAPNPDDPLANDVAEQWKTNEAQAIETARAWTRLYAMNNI
# PfGluPho inh: PfG6PD (Plasmodium falciparum) enzyme inhibition. PfGluPho enzyme, NADPH resazurin-diaphorase fluorescence. inhibition, % at 20 µM. 0.78% of 350,000 active. AID 504690;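 active = inhibition reaching at least a set limit at 20 µM in the primary screen, cut at about 59% in these data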;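 also: 0% = DMSO wells with substrate and 100% = DMSO wells lacking glucose-6-phosphate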
# SENP8 block-2: SENP8 protease inhibition. Q96LD8. purified SENP8, Z-RLRGG-aminoluciferin cleavage, luminescence. inhibition, % at 10 µM. 1.2% of 330,000 active. AID 2540; in the data active = inhibition above about 50%
# SENP7 block: blocks the human protease SENP7 | inhibition, % at 5 µM | recombinant SENP7, Z-RLRGG-aminoluciferin luminescence, 40 min | AID 434973 | 1.5% of 330,000 active;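 active = inhibition above about 50% at the single test dose, limit read from the data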;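 also: plate controls were DMSO with enzyme for no effect and no enzyme buffer wells for full effect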
# Target sequence (Q9BQF6 706-1050 limits assumed): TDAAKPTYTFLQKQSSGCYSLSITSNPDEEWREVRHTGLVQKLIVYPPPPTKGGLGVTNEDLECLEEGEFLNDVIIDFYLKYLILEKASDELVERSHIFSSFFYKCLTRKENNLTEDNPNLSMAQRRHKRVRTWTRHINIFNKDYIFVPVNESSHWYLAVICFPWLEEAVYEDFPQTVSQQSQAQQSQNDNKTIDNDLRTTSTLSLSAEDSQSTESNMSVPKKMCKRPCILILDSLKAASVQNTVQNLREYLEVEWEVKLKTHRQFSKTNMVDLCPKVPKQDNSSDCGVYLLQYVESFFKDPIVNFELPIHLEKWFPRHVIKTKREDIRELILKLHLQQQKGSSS
# SENP6 inh: blocks the human protease SENP6 | Q9GZR1 | Recombinant SENP6 catalytic domain, aminoluciferin luminescence | inhibition, % at 10 µM | 1.8% of 330,000 active | AID 2599;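 active = inhibition above about 50% at the single tested dose, limit read from the data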;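 also: plate controls were DMSO wells with enzyme for no effect and DMSO wells lacking enzyme for full effect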
# Target sequence (Q9GZR1 628-1112 limits assumed): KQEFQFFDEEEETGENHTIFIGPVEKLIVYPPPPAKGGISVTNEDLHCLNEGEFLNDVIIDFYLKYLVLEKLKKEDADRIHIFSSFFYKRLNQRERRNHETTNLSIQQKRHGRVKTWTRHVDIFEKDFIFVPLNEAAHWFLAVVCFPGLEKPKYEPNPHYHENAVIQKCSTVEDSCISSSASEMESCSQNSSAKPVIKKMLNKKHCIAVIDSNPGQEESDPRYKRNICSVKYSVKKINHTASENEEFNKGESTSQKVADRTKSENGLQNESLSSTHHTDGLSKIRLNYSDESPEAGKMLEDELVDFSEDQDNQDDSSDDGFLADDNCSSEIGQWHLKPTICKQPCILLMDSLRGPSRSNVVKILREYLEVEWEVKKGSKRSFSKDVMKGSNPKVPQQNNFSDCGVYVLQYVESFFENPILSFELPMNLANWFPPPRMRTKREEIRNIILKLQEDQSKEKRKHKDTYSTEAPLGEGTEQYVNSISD
# * hit, by the source's call; x = no result given. A portion of the library; rates above refer to the full screens.
# Every second line gives: HKDC1 inhibitor	SENP8 block-1	SENP1 inh	MIN6 prolif	UBC13 inh	PfGluPho inh	SENP8 block-2	SENP7 block	SENP6 inh
CC(C)N1CCN(Cc2cccc([N+](=O)[O-])c2)CC1
 : -7	6	-1	1	-1	3	1	4	8
CC(=O)NC(=O)NC(C)Cc1ccccc1 (stereo not drawn)
 : -5	21	2	0	-2	-19	-2	2	4
Cc1ccc2nsnc2c1-n1c(C)nc2ccccc2c1=O
 : 0	-6	3	-2	-6	2	-4	-19	3
O=C(c1ccc(Cl)cc1)C1CCCN(Cc2ccc3ncccc3c2)C1 (stereo not drawn)
 : 0	9	-1	-5	1	14	2	-1	13
C=CCn1c(O)c(C(CC)=Nc2ccccc2NC(C)=O)c(=O)[nH]c1=O
 : 5	6	3	-2	3	12	-5	7	8
CN1C(=O)NC(=O)/C(=C\c2ccc([N+](=O)[O-])o2)C1=O
 : 6	27	10	-2	-28	46	1	9	17
O=C(Cn1c(=O)n(CC2CS2)c2ccccc21)N1CCCCC1 (stereo not drawn)
 : 3	4	0	0	1	-2	6	0	18
O=C(Nc1cccc(OC(=O)N2CCCCC2)c1)N1CCCCC1
 : -9	13	5	-2	0	-2	-9	0	-7
CC[C@H]1CN2CCC1C[C@@H]2[C@H](O)c1ccnc2ccc(OC)cc12 (stereo partly drawn)
 : 3	-130	1	x	x	20	x	x	x
COc1cccc(CN2CCN(Cc3cccc(F)c3)CC2)c1
 : -5	2	1	-2	-2	8	-9	10	-12
Cc1ccccc1CN1CCN(c2ccc(Cl)cc2)CC1
 : -10	7	1	0	2	6	1	-3	7
CCOc1ccc(-n2c(CC)nc3ccccc3c2=O)cc1
 : -4	5	3	-3	-2	-1	3	0	-3
CN(C)c1ccc(/C=C2\CC3C4CC=C5CC(O)CCC5(C)C4CCC3(C)C2=O)cc1 (stereo not drawn)
 : -6	-116	-42	-1	2	-8	9	6	5
CN1CCCN(C(=O)COc2ccc(F)cc2Cl)CC1
 : -7	10	2	-1	-6	0	-7	-4	-7
COc1ccc(Oc2cc(NC(=O)c3nn(C)cc3[N+](=O)[O-])cc([N+](=O)[O-])c2)cc1
 : 1	13	3	-2	9	22	-2	-5	1
Cc1cc(OCC(=O)NCc2cccnc2)c2c3c(c(=O)oc2c1)CCCC3
 : 3	-183	0	0	10	1	1	5	10
CC12CCC(O)CC1CCC1C2CCC2(C)C(C(=O)CC(O)C(F)(F)F)CCC12 (stereo not drawn)
 : 2	20	2	x	x	-2	x	x	x
c1ccc(CCN2CCC(N3CCN(c4ccccc4)CC3)CC2)cc1
 : 6	21	-5	-4	-8	-1	5	7	11
CCN(CC)c1ccc(/C=C/[N+](=O)[O-])cc1
 : 10	6	32*	-7	-184	4	-2	3	-29
CNC(=O)Oc1ccc(N(C)C)cc1C(C)C
 : 2	27	0	5	-5	3	5	-2	-9

# The listing continues.
# Every second line gives: HKDC1 inhibitor	SENP8 block-1	SENP1 inh	MIN6 prolif	UBC13 inh	PfGluPho inh	SENP8 block-2	SENP7 block	SENP6 inh
N#Cc1ccccc1Cn1cc(C(=O)c2ccco2)c2ccccc21
 : 8	-35	1	2	34	-6	-4	0	-2
CC(C)[N+](C)(CCC(C(N)=O)(c1ccccc1)c1ccccc1)C(C)C
 : -1	-3	-1	2	9	30	1	10	-8
CCN(CC)C(=O)c1ccc(NC(=O)c2ccc(-c3nn(C)c(=O)c4ccccc34)cc2)cc1
 : 3	11	0	-1	4	-7	-1	-4	4
CCOC(=O)c1c(C)n(C(C)C)c2ccc(OC)cc12
 : -4	6	2	3	12	16	0	-5	-4
CC1=CC(C)CC(C)OC(=O)CC(c2ccc(O)cc2)NC(=O)C(Cc2c(Br)[nH]c3ccccc23)N(C)C(=O)C(C)NC(=O)C(C)C1 (stereo not drawn)
 : 5	12	-1	x	x	29	x	x	x
CNC(=S)N1CCN(CCN=Cc2c(O)n(-c3ccc(C)cc3)c(=S)[nH]c2=O)CC1
 : -2	26	-1	0	-4	-4	3	2	7
CC(C)CCOP(N)(=O)Oc1ccccc1Cl (stereo not drawn)
 : -1	24	3	-3	2	-20	-7	-9	-20
Clc1cccc(C2NCCc3[nH]cnc32)c1 (stereo not drawn)
 : -3	7	2	-4	4	-2	5	7	-8
CCOc1cc(CNCCc2c[nH]c3ccccc23)cc(Cl)c1OCC
 : 5	25	0	-3	39	11	4	-9	-6
COC(=O)C1=C(c2ccc(F)cc2OCc2ccccc2)C[C@@H]2CC[C@H]1N2C(=O)NCc1ccco1
 : 11	-6	-3	-6	-23	7	1	4	-8
Cc1cc(OCCN2CC2)c2ccccc2n1
 : x	x	x	-6	5	x	-6	-1	-9
COC(=O)C1=C(c2ccc(OCc3ccccc3)cc2)C[C@@H]2CC[C@H]1N2C(=O)NCc1ccc([N+](=O)[O-])cc1
 : -3	8	2	-5	2	5	6	7	-18
CCN1C(=O)C(=Cc2cc(C)n(C3CC3)c2C)C(=O)N(CC)C1=S
 : -6	7	-60	0	-14	-14	-9	-4	-32
CCC[C@H](N[C@@H](CCC)[C@H](O)c1ccccc1)[C@H](O)c1ccccc1
 : -7	14	1	-3	12	3	5	-4	4
CN1CCC2(CC1)NC(=O)C1=C(CN(C)CC1)N2
 : 5	19	1	0	-6	-18	4	0	8
COc1ccc2c(c1OC)C(=O)OC2c1c(O)n(C2CCCCC2)c(=O)[nH]c1=O (stereo not drawn)
 : -2	8	-2	-2	-6	-3	-6	-4	-14
COC(=O)C1=C(c2ccc(S(C)(=O)=O)cc2)C[C@@H]2CC[C@H]1N2C(=O)NCCCOC(C)C
 : -2	-3	-1	5	-9	-3	-10	9	-9
O=C(Nc1cccc(OC(=O)N2CCCCC2)c1)N1CCOCC1
 : 6	11	2	3	4	-6	2	4	1
Fc1ccc2c(c1)nnn2C1CCN(Cc2nnnn2CCc2ccccc2)CC1
 : 8	13	-1	2	29	20	2	3	4
CCCCNS(=O)(=O)c1ccc(OCC(=O)N2CCN(Cc3ccc4c(c3)OCO4)CC2)cc1
 : 2	1	1	-5	-3	0	5	6	-1

# Continuation:
# Every second line gives: HKDC1 inhibitor	SENP8 block-1	SENP1 inh	MIN6 prolif	UBC13 inh	PfGluPho inh	SENP8 block-2	SENP7 block	SENP6 inh
O=C1/C(=C\c2ccc([N+](=O)[O-])cc2)N2CCC1CC2
 : -10	12	-1	-2	2	-16	-3	2	-8
CC(=O)N1N=C2C3CCN(CC3)C2C1c1ccc(F)cc1 (stereo not drawn)
 : -3	16	2	2	-2	-7	-1	-5	15
Cc1ccccc1CCNCc1cc2cccc(C)c2[nH]c1=O
 : -5	-53	1	-3	8	-13	-6	1	-3
CC(=O)Nc1ccc(N=Cc2c(O)n(Cc3ccco3)c(=O)[nH]c2=O)cc1
 : 8	-230	-3	0	-4	19	-3	-1	-6
COc1cc2c3cc1Oc1cc(ccc1O)C[C@@H]1c4c(cc(OC)c(O)c4Oc4cccc(c4)C[C@@H]3N(C)CC2)CC[N+]1(C)C
 : 0	9	1	-2	22	20	2	4	-6
O=C(N/N=C/c1c(O)n(-c2ccccc2)c(=O)[nH]c1=O)c1ccncc1
 : -12	-85	-80	0	-11	4	-11	-7	-11
COCCN1C(=O)NC(=O)/C(=C\c2ccc(F)cc2)C1=O
 : -12	0	3	-1	-1	-6	-3	5	-3
Cc1ccc(NC(=O)c2cc(-c3ccccc3)n(CCCN3CCOCC3)c2C)cc1
 : 0	9	-1	0	11	4	-4	2	-22
CCn1nc(/C=C/c2ccccc2)nc2c(=O)n(C)c(=O)nc1-2
 : 3	73*	20	-5	-248	102*	96*	96*	89*
O=C1C2C3CCC(O3)C2C(=O)N1c1cccc(F)c1 (stereo not drawn)
 : -1	4	4	-1	5	-1	1	-1	-2
O=[As](O)(O)c1ccc(N=Nc2ccc(O)cc2)cc1
 : 1	26	7	x	x	-11	x	x	x
CC(C)(C)N(NC(=O)c1ccccc1)C(=O)c1ccccc1
 : 0	10	1	-1	-1	-9	-8	-7	-19
CN(C)c1nc(OCCNC(=O)COc2ccc(Cl)cc2Cl)nc(N2CCCCC2)n1
 : 9	12	3	-5	16	4	-2	-1	-10
NC(N)=N/N=C/c1ccc(N2CCOCC2)cc1
 : -2	-401	2	-2	-6	8	-4	-1	-24
Cc1ccc(S(=O)(=O)N2CCCC(C(=O)N3CCC4(CC3)OCCO4)C2)cc1 (stereo not drawn)
 : -17	18	1	-3	2	-3	6	4	-1
COc1cc(C(CN)CC(=O)O)ccc1O (stereo not drawn)
 : 7	25	-2	2	13	-10	3	3	1
C1=C(c2c[nH]c3ccccc23)CCN(Cc2ccccc2)C1
 : -6	-66	-59	-5	12	8	-4	-6	-36
CC1(C)CC(n2[nH]c(=O)c3c2NC(=O)CSC3c2ccccc2)CCO1 (stereo not drawn)
 : 1	22	-1	-2	-3	-5	9	-5	2
O=C1CCCN1c1ccc(S(=O)(=O)O)cc1 (tested in a mixture with another compound)
 : -10	12	-2	0	1	5	-11	-7	2
O=C(O)c1ccccc1N=Nc1c(O)[nH]c(=O)[nH]c1=O
 : -1	19	-1	-1	6	8	-2	-4	-14

# Reformatted: 2 of the compounds above
molecule,HKDC1 inhibitor,SENP8 block-1,SENP1 inh,MIN6 prolif,UBC13 inh,PfGluPho inh,SENP8 block-2,SENP7 block,SENP6 inh
CC(=O)Nc1ccc(N=Cc2c(O)n(Cc3ccco3)c(=O)[nH]c2=O)cc1,8,-230,-3,0,-4,19,-3,-1,-6
COc1cc2c3cc1Oc1cc(ccc1O)C[C@@H]1c4c(cc(OC)c(O)c4Oc4cccc(c4)C[C@@H]3N(C)CC2)CC[N+]1(C)C,0,9,1,-2,22,20,2,4,-6

# (more compounds)
# Every second line gives: HKDC1 inhibitor	SENP8 block-1	SENP1 inh	MIN6 prolif	UBC13 inh	PfGluPho inh	SENP8 block-2	SENP7 block	SENP6 inh
Cc1c2cnn(CC(=O)N3CCC4(CC3)OCCO4)c(=O)c2c(C)n1Cc1ccc(F)cc1
 : -3	-4	-1	-3	12	-4	-1	10	-8
Cc1ccc(Cn2nc(C(=O)Nc3ccc(Br)cc3)cc2C)cc1
 : 1	16	3	-6	3	8	2	5	-1
CC(C)OP(=O)(OC(C)C)C(O)c1ccc(Br)cc1 (stereo not drawn)
 : 4	17	2	1	11	-2	-5	1	-7
CC(C)=CCSc1nnc([C@@H](N)Cc2c[nH]c3ccccc23)o1
 : 1	-12	-3	0	-7	31	-7	-8	-17
CC(=O)c1cccc(OCC(O)CN2CC=C(c3ccccc3)CC2)c1 (stereo not drawn)
 : 15	29	1	0	11	14	-2	-3	9
COC(=O)C1=C(c2ccccc2)C[C@@H]2CC[C@H]1N2C(=O)N1CCC(O)CC1
 : -6	4	1	1	-4	3	-3	-2	-1
Cc1ccc(N2C(=O)NC(=O)/C(=C/c3ccc(-c4ccc(C(=O)O)c(Cl)c4)o3)C2=O)cc1
 : 0	-30	-6	1	-22	36	-10	0	-1
CCOP(=S)(OCC)N1CCOCCOCCN(P(=S)(OCC)OCC)CCOCCOCC1
 : -8	3	2	-1	-4	18	0	-2	0
O=c1[nH]c(O)c(N=Nc2ccc(S(=O)(=O)N3CCOCC3)cc2)c(=O)[nH]1
 : 2	15	-10	0	-7	22	-1	3	-6
CC12CC(=O)C3C(CCC4CC=CCC43C)C1CCC2=O (stereo not drawn)
 : -1	5	-1	x	x	0	x	x	x
CCCCn1c(O)c(/C=N/N2CCCCC2c2cccnc2)c(=O)[nH]c1=S (stereo not drawn)
 : -8	3	-1	0	-4	-18	1	3	17
O=C1NC(=O)N(Cc2ccco2)C(=O)/C1=C/c1cccn1CCOc1ccccc1Cl
 : 21	12	-10	0	-1	20	-3	-10	0
C=CCC1(Cc2ccsc2)C(=O)NC(=O)NC1=O
 : -3	8	2	x	x	5	x	x	x
